Assay outcomes: PubChem, several laboratories
S1P2 agonist – activates the human S1P2 receptor | AID 729 | 97,000 compounds, 0.46% hits | activation, % at 4.5 µM | O95136 | S1P2-expressing cell line, agonist reporter read-out; in the data active = activation above about 16%;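 also: 0% = vehicle low control and 100% = maximal reference agonist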
Target sequence (O95136 whole entry, looked up): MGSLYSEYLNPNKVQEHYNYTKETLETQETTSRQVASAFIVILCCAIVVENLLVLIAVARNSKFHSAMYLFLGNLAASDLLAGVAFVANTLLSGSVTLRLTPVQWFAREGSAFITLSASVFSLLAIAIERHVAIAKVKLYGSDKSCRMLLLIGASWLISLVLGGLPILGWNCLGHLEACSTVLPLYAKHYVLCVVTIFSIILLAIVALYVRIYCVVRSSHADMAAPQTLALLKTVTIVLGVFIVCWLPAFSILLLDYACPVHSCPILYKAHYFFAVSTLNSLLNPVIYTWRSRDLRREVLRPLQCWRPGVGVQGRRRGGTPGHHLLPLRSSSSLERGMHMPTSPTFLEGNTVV
PostGolgi ctrl – inhibits growth of the yeast control strain | efflux-deficient yeast background strain, growth absorbance A615, 16 h | 98,000 compounds, 5% hits | inhibition, % at 10 µM
S1P2 antag – antagonists of human S1P2 receptor; inhibition, % at 5 µM; 97,000 compounds, 0.21% hits; O95136; cell-based S1P2 antagonist assay, inhibition at 5 uM; in the data active = inhibition above about 45%;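 also: CRE beta-lactamase reporter cells expressing human S1P2 stimulated with S1P; 0% = agonist at EC80 alone and 100% = agonist plus reference antagonist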
hDAT+cocaine – changed human dopamine transporter uptake under cocaine IC80; 110,000 compounds, 1.3% hits; B-score at 10 µM; LLC-PK1 hDAT cells, [14C]-dopamine uptake with cocaine IC80; actives deviate in either direction; AID 449768;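 active = Z score or B-score, a plate-position-corrected score, falls beyond the plate's 99.7% confidence bounds, in either direction; inactive = both scores lie inside the 99.7% bounds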;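 also: scored against the spread of the other compound wells on the same plate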
Target sequence (Q01959 whole entry, looked up): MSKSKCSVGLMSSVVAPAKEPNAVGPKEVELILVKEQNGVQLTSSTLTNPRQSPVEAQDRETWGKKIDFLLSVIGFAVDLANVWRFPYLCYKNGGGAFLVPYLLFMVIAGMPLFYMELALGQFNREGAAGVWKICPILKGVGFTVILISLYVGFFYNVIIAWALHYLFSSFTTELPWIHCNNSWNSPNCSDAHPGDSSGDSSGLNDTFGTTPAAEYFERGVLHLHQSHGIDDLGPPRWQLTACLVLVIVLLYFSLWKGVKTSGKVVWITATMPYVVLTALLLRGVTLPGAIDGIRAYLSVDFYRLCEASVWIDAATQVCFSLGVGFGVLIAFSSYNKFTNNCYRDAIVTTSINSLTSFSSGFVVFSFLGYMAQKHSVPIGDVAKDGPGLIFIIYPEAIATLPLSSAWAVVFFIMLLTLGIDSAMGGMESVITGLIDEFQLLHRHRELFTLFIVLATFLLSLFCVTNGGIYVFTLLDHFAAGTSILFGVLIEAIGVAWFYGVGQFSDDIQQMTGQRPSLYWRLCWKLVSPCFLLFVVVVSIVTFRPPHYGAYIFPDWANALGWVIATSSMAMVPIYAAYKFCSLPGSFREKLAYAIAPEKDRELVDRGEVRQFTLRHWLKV
PostGolgi yeast – growth inhibition of a yeast mutant, post-Golgi transport screen; post-Golgi transport phenotypic cell assay; inhibition, % at 10 µM; 98,000 compounds, 0.9% hits; AID 739;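 also: yeast cells grown in 1536-well plates; yeast grown about 18 h at 30C before absorbance read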
E coli WT exp – blocks growth of wild type E. coli BW25113. growth inhibition, % at 100 µM. AID 710. 98,000 compounds, 0.15% hits. OD600 absorbance;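 active = growth inhibition above about 50% at one test dose, limit read from the data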;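 also: growth measured after 20 h incubation at 37 °C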
H69AR growth 86K – blocks growth of human H69AR lung tumor cells; H69AR lung tumor viability, ATP luminescence, 72 h; hits give low values; viability, % at 10 µM; 85,000 compounds, 6% hits;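 active = viability at or below 40%; inactive = viability above 40%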;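 also: multidrug resistant small cell line overexpressing MRP-1 efflux transporter; 100% = mean luminescence of untreated control wells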
Lung fibro prol – blocks proliferation of human lung fibroblasts; 85,000 compounds, 1.1% hits; LL 47 human lung fibroblast viability, ATP luminescence; hits give low values; viability, % at 10 µM; AID 719;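 active = viability at or below 50% in the single dose screen; inactive = viability above 50%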;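 also: compound exposure lasted 72 h before the ATP readout; 100% = median luminescence of untreated cell-only wells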
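Assay system: human lung fibroblast line LL 47, low passage. Input: 1,150 fibroblasts seeded per well. Times: overnight cell rest, 72 h compound treatment at 37 °C. Evaluation: % viability of median cell-only signal. Technique: luminescent ATP detection, CellTiter-Glo. Control set: cell-only wells, no compound.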
HUVEC inhibit – inhibitors of human endothelial cell proliferation; HUVEC proliferation, CellTiter-Glo luminescence, 72 h; hits give low values; viability, % at 10 µM (by protocol); 86,000 compounds, 1.1% hits; AID 648;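 active = viability at or below 30%; inactive = viability above 30%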;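 also: 100% = median luminescence of DMSO-only cell control wells on each plate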
An asterisk follows results filed as active; / = no result given. Rule as the data show it, unless noted: active = inhibition above about 30%; inactive = the rest.

SMILES	S1P2 agonist	PostGolgi ctrl	S1P2 antag	hDAT+cocaine	PostGolgi yeast	E coli WT exp	H69AR growth 86K	Lung fibro prol	HUVEC inhibit
Fc1ccc2[nH]c3c(N4CCN(c5ccccc5)CC4)ncnc3c2c1	/	80*	/	0.0083	76*	-5	81	92	52
CCC1Oc2ccc(C)cc2N(CC(=O)NCCC2=CCCCC2)C1=O (configuration not stated)	/	18	/	-0.12	2	-6	50	103	97
O=C(NCc1cccs1)C1CCCN(c2nc3ccccc3o2)C1 (configuration not stated)	-5	42*	10	0.63	13	-3	76	98	74
C=CCNc1nc(-c2ccccn2)nnc1-c1ccccc1	-5	26	2	0.28	4	32	40	14*	12*
Cc1nc(S(=O)(=O)N2CCOCC2)c(C#N)c(C)c1Cl	-10	10	13	-0.33	5	-5	43	87	98
O=[N+]([O-])c1ccc(S(=O)(=O)N2CCN(Cc3c[nH]c4ccccc34)CC2)cc1	-5	9	-25	-0.019	2	14	69	90	100
CC1(C)CC(=O)C=C(Nc2ccccc2O)C1	-2	10	11	0.61	1	3	78	99	90
O=C(c1cccs1)n1nc(-c2ccco2)nc1SCc1ccccc1	-6	5	-11	-1.4	-1	-8	108	101	114
CCCCCOC(=O)Cn1c(N2CCOCC2)nc2c1c(=O)[nH]c(=O)n2C	-3	-6	21	0.48	4	5	67	98	85
CCn1c(CSc2nnc(-c3ccoc3C)n2C)nc2cc(S(=O)(=O)N(C)C)ccc21	-2	38*	17	0.052	-5	-1	93	99	103
CCOC(=O)c1sc(=NC(=O)c2cc(OC)c(OC)c(OC)c2)n(C)c1C	-1	3	-114	-0.18	5	-1	11*	97	92
CCOC(=O)CN(C(=O)CSc1nnc(C)n1-c1ccccc1)c1cccc([N+](=O)[O-])c1	-1	10	7	2.1	4	5	94	104	104
O=C(NCc1cccnc1)NC1CCCN1S(=O)(=O)c1ccc(Cl)cc1 (configuration not stated)	-4	17	17	-0.87	-6	4	94	100	96
COCCSc1ccccc1C(=O)NCCCn1ccnc1	-2	7	12	-1.3	0	1	/	110	105
CN(C(=O)N1CCN(c2ccccn2)CC1)c1ccccc1	-3	12	10	0.11	2	7	96	102	106
O=C(NCC1CCCO1)C(c1cccs1)N(C(=O)Cn1nnc(-c2cccs2)n1)C1CCCC1 (configuration not stated)	-6	/	-18	0.8	/	/	76	99	98
CN1CCN(S(=O)(=O)c2ccc(NC(=O)c3ccc(Br)s3)cc2)CC1	-10	11	-14	0.29	12	15	99	100	57
COC(=O)C1=C(C)NC(=O)NC1c1cn(-c2ccccc2)nc1-c1cccs1 (configuration not stated)	/	10	/	1.2	4	2	/	92	86
CCC(C)(C)C1CCC2(CC1)NC(CO)(CO)CO2 (configuration not stated)	-4	/	1	-0.71	/	/	86	97	91
Cc1ccc(Nc2nc(C(=O)N3CCC(C(=O)N4CCN(C)CC4)CC3)cs2)cc1	-3	9	25	-0.91	-9	-6	107	95	91
CC(C)OCCCNc1ncnc2c1cnn2-c1ccccc1	-5	5	6	1.2	-8	-11	61	110	96
C/C=C/Cn1c(Br)nc2c1c(=O)[nH]c(=O)n2C	-3	5	-12	0.032	1	-2	75	92	88
Cc1cc(C)nc(N2CCCC(C(=O)Nc3ccc4c(c3)OCCO4)C2)n1 (configuration not stated)	-2	-5	14	-0.12	-4	4	100	86	75
Cc1ccc(/C(O)=C2/C(=O)C(=O)N(CCCn3ccnc3)C2c2ccccn2)cc1 (configuration not stated)	-5	16	-9	/	-6	7	100	103	105
O=C(NN=C1CCCC1)C(=O)Nc1cccc(C(F)(F)F)c1	-9	-7	8	1.1	18	-7	/	/	/

An excerpt from above in order of molar mass, high to low.
SMILES	S1P2 agonist	PostGolgi ctrl	S1P2 antag	hDAT+cocaine	PostGolgi yeast	E coli WT exp	H69AR growth 86K	Lung fibro prol	HUVEC inhibit
Cc1ccc(Nc2nc(C(=O)N3CCC(C(=O)N4CCN(C)CC4)CC3)cs2)cc1	-3	9	25	-0.91	-9	-6	107	95	91
Cc1ccc(/C(O)=C2/C(=O)C(=O)N(CCCn3ccnc3)C2c2ccccn2)cc1 (configuration not stated)	-5	16	-9	/	-6	7	100	103	105
CCCCCOC(=O)Cn1c(N2CCOCC2)nc2c1c(=O)[nH]c(=O)n2C	-3	-6	21	0.48	4	5	67	98	85
Cc1cc(C)nc(N2CCCC(C(=O)Nc3ccc4c(c3)OCCO4)C2)n1 (configuration not stated)	-2	-5	14	-0.12	-4	4	100	86	75
O=C(NN=C1CCCC1)C(=O)Nc1cccc(C(F)(F)F)c1	-9	-7	8	1.1	18	-7	/	/	/
CN(C(=O)N1CCN(c2ccccn2)CC1)c1ccccc1	-3	12	10	0.11	2	7	96	102	106
CCC(C)(C)C1CCC2(CC1)NC(CO)(CO)CO2 (configuration not stated)	-4	/	1	-0.71	/	/	86	97	91

The listing continues:
SMILES	S1P2 agonist	PostGolgi ctrl	S1P2 antag	hDAT+cocaine	PostGolgi yeast	E coli WT exp	H69AR growth 86K	Lung fibro prol	HUVEC inhibit
O=C1CCCc2oc3ccc(O)cc3c21	0	/	-35	0.26	/	/	95	90	86
COc1ccc(C)cc1-n1nnnc1SCC(=O)c1ccc2c(c1)OCCO2	0	4	2	/	-4	-2	92	100	108
Cc1ccc(C(=O)NC(=S)Nc2ccc3c(c2)OCCO3)c(C)c1	-1	14	-1	1.2	3	-3	/	/	/
COc1cccc2c(=O)n(CC(=O)N3CCN(c4ccccc4)CC3)ccc12	-1	0	1	-0.66	-9	3	94	98	105
CCNc1nc(Oc2ccccc2)nc(OC(C)C(=O)OCC)n1 (configuration not stated)	-9	0	-12	0.72	2	6	72	92	95
O=C(CN1CCCCCC1)N/N=C/c1cccs1	-2	-6	-19	0.56	10	5	105	97	85
Cn1cnc(S(=O)(=O)Nc2ccc(C(F)(F)F)cc2)c1	-5	9	-20	0.068	-5	-3	105	100	95
C=CCN1C(=O)C(CC(=O)NCC)SC1=Nc1ccc(S(N)(=O)=O)cc1 (configuration not stated)	-4	8	-3	0.2	2	-18	/	/	/
Cc1ccc(NC(=O)CSc2nc(=O)cc(N)n2-c2ccccc2)cc1	-4	2	-13	0.01	-4	6	98	96	106
COc1ccc(CC(=O)Nc2ccc(-c3csc(C)n3)cc2)cc1	-3	-11	8	-0.0062	-5	-2	/	/	/
COc1ccc(C2c3c(oc4ccccc4c3=O)C(=O)N2Cc2ccncc2)cc1OC (configuration not stated)	-5	/	20	1.4	/	/	93	103	102
Cc1ccc(CN2C(=O)CCC2C(=O)NCc2ccc3c(c2)OCO3)cc1 (configuration not stated)	-3	2	34	-0.025	7	-2	94	98	97
CC(=O)NS(=O)(=O)c1ccc(NC(=O)NC2CCCCC2)cc1	-3	10	22	0.018	-2	-10	/	/	/
O=C1CC(c2ccccc2)CC(O)=C1C=NCc1ccccc1 (configuration not stated)	-5	7	13	0.97	-2	2	/	/	/
C/C(=N/OC(=O)c1cccc(Cl)c1)c1nccs1	-9	3	8	0.055	10	-2	/	/	/
COC(=O)Nc1cc(C(F)(F)F)ccc1N1CCN(c2ccccc2)CC1	0	6	-14	-0.9	1	-3	77	95	99
O=C(O)CCC(=O)Nc1ccccc1N1CCOCC1	-11	16	14	-0.077	3	-4	101	101	99
CCN(CC)S(=O)(=O)c1cccc(-c2nnc(SCCOc3ccc(Cl)cc3)o2)c1	-9	1	-7	-0.76	-5	-6	72	95	89
O=C(COC(=O)c1ccc(Br)o1)Nc1ccc(S(=O)(=O)N2CCCC2)cc1	-4	4	6	0.73	0	5	95	102	105
CCN1CCc2c(sc(NC(=O)c3ccc(S(=O)(=O)N4CCOCC4)cc3)c2C(N)=O)C1	/	-2	/	0.05	0	-7	89	102	96
Cc1nn(Cc2cccc(C(=O)NC(C)c3ccc(C(C)(C)C)cc3)c2)c(C)c1[N+](=O)[O-] (configuration not stated)	-2	3	-2	1.3	51*	-10	/	/	/
CCOC(=O)c1c(Nc2ccc(Cl)cc2)sc(/C=C2\C=Nc3ccccc32)c1O	-3	1	8	0.017	-10	-8	2.7*	46*	12*
CCOc1ccc2[nH]c(=O)c(C(c3nnnn3Cc3ccco3)N3CCCC(C)C3)cc2c1 (configuration not stated)	-4	26	-6	2.5*	-12	-8	76	96	86
O=C(c1ccco1)N1CCN(C(=O)C2CC(c3ccc(Cl)c(Cl)c3)=NO2)CC1 (configuration not stated)	-6	16	13	2.3	-1	10	55	97	95
Cn1nc(C(=O)NCc2cccnc2)c2ccccc2c1=O	-8	14	-11	-0.02	-2	-2	81	114	93
Additional compounds
SMILES	S1P2 agonist	PostGolgi ctrl	S1P2 antag	hDAT+cocaine	PostGolgi yeast	E coli WT exp	H69AR growth 86K	Lung fibro prol	HUVEC inhibit
Cc1ccccc1C(=O)N1CCN(c2ccc(NC(=O)c3ccco3)cc2Cl)CC1	-9	29	3	-1.8	2	-10	62	90	62
CCOc1ccc(N2C(=O)CC(SC(=NC)Nc3ccc(F)cc3)C2=O)cc1 (configuration not stated)	-8	/	1	0.054	/	/	92	95	90
C=CCNC(=O)NC(=O)COC(=O)CCCSc1nc2ccccc2[nH]1	-2	0	-4	-0.89	-3	6	100	104	98
CC(=O)Nc1ccc(Nc2ncnc3c2cnn3-c2ccc(C)cc2C)cc1	-7	-2	-1	0.97	2	-9	62	105	110
C=CCn1c(NC)cc(=O)n(C)c1=O	-11	-1	-2	-9.1*	-9	1	77	103	88
COC(=O)c1ccc(NC(=O)CSc2nnc(C(C)NC(=O)c3ccccc3Cl)n2C)cc1 (configuration not stated)	-4	28	23	1.9	5	-3	98	98	97
O=C(NC1CCCC1)C(c1ccccc1F)N(C(=O)c1ccco1)C1CCCC1 (configuration not stated)	/	2	/	-0.18	-6	6	95	102	102
COc1cccc(OC)c1C(=O)Nc1ccc(N2CCCCC2)cc1	0	5	-3	0.32	-5	9	105	85	102
CCN1CC=C2C(C#N)=C(N)C(C#N)(C#N)[C@H](c3ccoc3)[C@H]2C1	5	10	17	-0.12	2	5	85	94	103
COc1cc(NS(=O)(=O)c2ccc(C)cc2)c2ncccc2c1	/	36*	/	-1.2	-1	-5	4.0*	9.1*	19
CCOc1ccccc1-c1nc(C(N)=O)c2[nH]c(=O)n(-c3cccc(C)c3)c2n1	1	17	2	/	23	11	33*	94	91
Cc1cc(C)c2c(n1)sc1c(O)cc(=O)[nH]c12	-3	1	6	-0.68	-1	-16	104	106	98
COc1ccccc1CC(=O)N1CCN(c2cccc(C(F)(F)F)c2)CC1	-6	7	15	0.025	9	-5	83	/	93
Cc1cccc(Cn2cc(SCC(=O)Nc3nccs3)c3ccccc32)c1	-4	0	-10	-1.5	-1	-12	69	78	64
CCOc1nc(C)ccc1-c1noc(CC)n1	-2	/	3	0.59	/	/	82	104	97
O=C(c1ccc2c3c(cccc13)CC2)N1CCN(c2ncccn2)CC1	-4	/	-21	0.12	/	/	98	93	90
Cn1c(=O)c2c(ncn2CC(=O)OCC(=O)NC2CCCc3ccccc32)n(C)c1=O (configuration not stated)	-6	-2	19	-1.5	-4	11	97	96	100
O=C(c1cccc(-c2nnc(-c3ccccc3)o2)c1)N1CCCCC1	-2	31*	8	1.5	7	-4	85	102	113
CCOC(=O)CNc1c(-c2ccc(O)cc2)nc2ccc(Cl)cn12	-5	7	18	0.54	1	15	97	91	77
CC(C)NC(=O)c1ccccc1NC(=O)c1ccccc1N(C)S(C)(=O)=O	-11	6	0	0.49	4	4	98	101	111
CC1=Nn2c(nnc2-c2ccccc2)SC1	-4	4	-7	1.2	-6	7	98	94	103
CCOC(=O)C(=CNc1cccc(C)n1)C(=O)OCC	-8	-2	-11	/	6	-6	/	/	/
Cc1cc(N2CCCC2=O)c(N)cc1N	-7	-2	2	0.27	-9	-2	103	89	97
O=C(NCCN1CCN(c2ccccc2)CC1)C1CCN(S(=O)(=O)c2cccc3nonc23)CC1	-4	-14	14	-0.47	-2	-4	100	97	74
Cc1ccc(S(=O)(=O)N(Cc2ccccc2)Cc2ccco2)cc1	-2	10	5	0.12	-2	15	78	95	102
